PHOSPHO1 block: inhibitors of human PHOSPHO1 phosphatase | Q8TCT1 | recombinant PHOSPHO1, absorbance phosphatase assay | inhibition, % at 13.3 µM | 290,000 tested, 1.1% active | AID 1565; in the data active means inhibition above about 60%
MEKK2 WT-MEK5: raises or lowers MEK5 binding to wildtype human MEKK2 PB1 domain; bead flow cytometry, Alexa488-MEK5 binding to MEKK2 WT; actives lie on both sides; binding response (% of control), % at 10 µM; 290,000 tested, 1.1% active; AID 1531; in the data active means binding response below about 67% or above about 130%
GPR7 antagonist: blocks human GPR7 receptor signaling; P48145; GPR7-expressing cells, fluorescence antagonist assay; inhibition, % at 4.4 µM; 290,000 tested, 1.1% active; AID 1861; in the data active means inhibition above about 16%, passing the limit was not always enough;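 further: cells stimulated with the agonist NPW; 0% = agonist with vehicle and 100% = vehicle without agonist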
OXTR agonist: human OXTR agonism | P30559 | CHO-OTR cells, Fluo-8 calcium fluorescence; normalized: DMSO 0%, oxytocin 100% | activation, % at 3 µM | 320,000 tested, 0.32% active;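 active means activation above the mean of all tested compounds plus 3 SD, cutoff set per screening run, cut at about 20% in these data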;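 further: peak over basal fluorescence ratio from a 100 s FLIPR kinetic read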
MEKK2mut PB1 HTS: signal of MEK5 binding to mutant human MEKK2 PB1 domain; bead flow cytometry, Alexa488-MEK5 binding to MEKK2 mutant; percent response, % at 10 µM; 290,000 tested, 0.35% active; AID 1530; in the data active means percent response above about 24%, passing the limit was not always enough; further: inactives centre near 1; some results filed as inactive read as strong as hits; reference of the scale not given here
GalR3 antag: human GalR3 antagonism | 360,000 tested, 0.44% active | HEK293 GalR3-CNG cAMP membrane potential fluorescence; galR3 body fused to GalR1 C-terminus | inhibition, % at 3 µM | AID 651719;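 active means inhibition above the screen-wide average plus 3 SD, cut at about 13% in these data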;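 further: forskolin and galanin both at EC90 stimulate the cells; cAMP rise reported by CNG channel membrane potential dye signal; 0% = forskolin plus galanin with DMSO and 100% = forskolin alone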
Target sequence (O60755 1-299 limits assumed): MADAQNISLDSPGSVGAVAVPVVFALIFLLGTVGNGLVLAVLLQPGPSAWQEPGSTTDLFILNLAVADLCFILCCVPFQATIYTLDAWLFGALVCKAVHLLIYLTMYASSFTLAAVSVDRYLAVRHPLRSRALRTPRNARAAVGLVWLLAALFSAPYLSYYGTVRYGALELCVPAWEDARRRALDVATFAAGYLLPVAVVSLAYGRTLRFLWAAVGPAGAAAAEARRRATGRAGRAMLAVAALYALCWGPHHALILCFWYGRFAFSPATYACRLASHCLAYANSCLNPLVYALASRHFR
NALP1 inh: NALP1 inhibition; S. cerevisiae NALP1/ASC/caspase-1 growth, X-gal OD620, 72 h; inhibition, % at 10 µM; 280,000 tested, 0.61% active; AID 2071; in the data active means inhibition mostly above about 24%, no sharp cut-off; inactive means mostly below about 32%; further: some compounds called inactive have numbers as strong as hits
V1R ag counter: activates human V1a receptor in oxytocin agonist counter-screen. CHO-V1R cells, Fluo-8 calcium fluorescence, agonist mode; 0% DMSO, 100% 3 nM vasopressin. 320,000 tested, 0.25% active. activation, % at 3 µM. AID 2797. P37288;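 active means activation above the mean activation of all tested compounds plus 3 SD, per screening run, cut at about 20% in these data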;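 further: signal is peak over basal fluorescence ratio across a 100 second FLIPR read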
Target sequence (P37288 whole entry, looked up): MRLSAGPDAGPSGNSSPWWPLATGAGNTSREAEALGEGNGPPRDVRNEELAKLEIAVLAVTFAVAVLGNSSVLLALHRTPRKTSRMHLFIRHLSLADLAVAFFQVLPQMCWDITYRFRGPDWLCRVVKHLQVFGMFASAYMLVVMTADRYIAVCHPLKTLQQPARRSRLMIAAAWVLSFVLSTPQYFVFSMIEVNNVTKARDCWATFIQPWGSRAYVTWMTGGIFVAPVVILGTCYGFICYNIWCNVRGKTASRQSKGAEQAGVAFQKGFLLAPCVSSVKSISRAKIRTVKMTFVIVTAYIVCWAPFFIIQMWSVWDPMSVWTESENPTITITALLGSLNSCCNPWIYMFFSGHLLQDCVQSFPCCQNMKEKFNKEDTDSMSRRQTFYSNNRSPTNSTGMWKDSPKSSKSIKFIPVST
MEKK3 PB1 HTS: raises or lowers MEK5 binding to the human MEKK3 PB1 domain. Q99759. bead-based flow cytometry, Alexa488-MEK5 binding to MEKK3; actives lie on both sides; 0 = blocked by unlabeled MEK5, 100 = vehicle. binding response (% of control), % at 10 µM. 290,000 tested, 1.4% active. AID 1529;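 active means binding response more than 3 SD above or below the average of its plate-row segment, actives on both sides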;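 further: Alexa488 bead fluorescence after subtracting the streptavidin-only scavenger bead signal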
Numbers without * were called inactive; / = no result given; + = active, no number.

SMILES	PHOSPHO1 block	MEKK2 WT-MEK5	GPR7 antagonist	OXTR agonist	MEKK2mut PB1 HTS	GalR3 antag	NALP1 inh	V1R ag counter	MEKK3 PB1 HTS
COc1cc(C(=O)c2nccc3cc(OC)c(OC)cc23)c([N+](=O)[O-])cc1OC	-35	100	-2	-0.6	-8	10	-3	0.6	106
COc1ccccc1OCc1ccc(C(=O)OCC2CCCO2)o1 (configuration not stated)	10	107	-5	-2.1	4	15*	33	-0.3	104
Cc1nc(NC(=O)c2ccccc2)sc1-c1csc(NCc2ccco2)n1	30	109	-12	0.0	10	/	7	0.5	106
O=C(Nc1ccccc1)[C@@H]1[C@@H]2C(=O)N(c3ccc(F)cc3)C(=O)[C@@H]2[C@H]2C=CC=NN21	33	75	27*	-0.7	-30	-5	8	0.3	79
Cc1[nH]ccc(=O)c1OC1OC(CO)C(O)C(O)C1O (configuration not stated)	6	98	-2	0.1	-4	-3	15	0.9	103
COc1ccc(/C=C(\NC(=O)c2ccccc2)C(=O)NCCN2CCOCC2)cc1OC	32	108	-1	-0.1	5	-2	9	0.0	103
CCn1cc(C(=O)N2CCN(c3ccccc3F)CC2)c(=O)c2ccc(C)nc21	20	103	-13	-1.3	3	0	-3	0.9	104
COc1ccc(OC)c(-n2c(=S)[nH]c3c(sc(=S)n3-c3ccccc3C)c2=O)c1	-14	103	-5	-0.1	3	-2	-16	0.7	102
COC(CN(C)C(=O)C1CCC(CNS(=O)(=O)c2ccc(C)cc2)CC1)OC (configuration not stated)	25	108	2	-0.3	5	-10	-15	0.2	105
CCN(Cc1cc2ccccc2[nH]c1=O)S(=O)(=O)c1ccccc1	0	112	-7	0.8	3	-3	34	1.4	108
CC(=O)Oc1ccc2c(c1)Oc1cc(OC(C)=O)ccc1C21OC(=O)c2ccccc21	-18	74	105*	938*	-67	/	0	+	80
CC1(C)CC(N2CCCC2)=CC(=[N+]2CCCCCC2)C1	-83	103	26*	-0.3	1	55*	8	0.3	94
CCC(C)NC(=O)CSc1nc2ccc(N3CCOCC3)cc2c(=O)n1CCc1ccccc1 (configuration not stated)	4	/	-5	1.0	/	/	25	0.1	/
O=C(NN1C(=O)C2C3C=CC(C4CC34)C2C1=O)c1cccc(Cl)c1 (configuration not stated)	12	105	-1	-1.3	1	4	10	1.8	107
CSc1cccc(NS(=O)(=O)c2ccc3c(c2)CCN3C(C)=O)c1	-3	104	33	20*	4	-11	9	17	104
CNC(=S)Nc1ccc2nc(C)oc2c1	51	72	-10	0.3	-24	5	0	1.1	69
CCOC(=O)c1cnn(-c2nc(-c3ccccc3)nc3c2COC(C)(C)C3)c1N	-3	108	-4	0.5	6	2	7	0.7	112
COc1cc(CC(=O)Nc2nc(C)cs2)cc(OC)c1OC	37	93	-11	3.7	-3	-5	-10	3.2	102
COCCCN1C(=O)c2ccc(C(=O)Nc3ccc(OC)cc3OC)cc2C1=O	-4	99	-10	0.9	-4	5	-2	0.6	99
O=C(CCCn1c(SCC(=O)c2ccc(F)cc2)nc2ccccc2c1=O)NCc1ccccc1	15	100	-2	0.6	6	-6	-7	0.3	104
O=C(CCc1c[nH]c2ccccc12)NCc1ccncc1	28	101	5	-0.4	-3	-9	34	0.0	104
Cc1cc(C)nc(NS(=O)(=O)c2ccc(NC(=O)c3cc4c(=O)n5cccc(C)c5nc4n3C)cc2)n1	34	100	-18	-0.8	6	/	11	-0.6	102
CC(=O)C1=C(O)CC(C)(C)CC1=NCCc1nc2ccccc2[nH]1	32	85	-9	0.6	-12	5	10	2.1	91
COC(=O)c1ccccc1NC(=O)C(C)n1nc(C)c2c(C)n(-c3ccccc3)nc2c1=O (configuration not stated)	28	104	-22	1.1	1	-8	-13	23*	104
C=CCOc1ccc2nnc(C)n2n1	-13	96	2	-0.2	-4	-8	22	-0.6	96

Whole records, quoted from the list:
COc1cc(CC(=O)Nc2nc(C)cs2)cc(OC)c1OC as listed: PHOSPHO1 block: 37; MEKK2 WT-MEK5: 93; GPR7 antagonist: -11; OXTR agonist: 3.7; MEKK2mut PB1 HTS: -3; GalR3 antag: -5; NALP1 inh: -10; V1R ag counter: 3.2; MEKK3 PB1 HTS: 102
CC1(C)CC(N2CCCC2)=CC(=[N+]2CCCCCC2)C1 as listed: PHOSPHO1 block: -83; MEKK2 WT-MEK5: 103; GPR7 antagonist: 26*; OXTR agonist: -0.3; MEKK2mut PB1 HTS: 1; GalR3 antag: 55*; NALP1 inh: 8; V1R ag counter: 0.3; MEKK3 PB1 HTS: 94

Next section.
SMILES	PHOSPHO1 block	MEKK2 WT-MEK5	GPR7 antagonist	OXTR agonist	MEKK2mut PB1 HTS	GalR3 antag	NALP1 inh	V1R ag counter	MEKK3 PB1 HTS
O=C(Nc1ccc2oc(-c3cccnc3)nc2c1)c1ccc(Br)o1	-7	95	-7	-0.3	-8	-4	-12	0.7	93
CCCN1CCN(C(=O)CCNC(=O)Cn2cnc3ccccc3c2=O)CC1	39	108	0	-0.1	11	-6	6	1.3	105
COc1ccccc1CCC(=O)N(C)C1CCCN(Cc2ccccc2F)C1 (configuration not stated)	-8	105	3	-2.0	7	-12	7	-0.2	104
CS(=O)(=O)N(CC(N)=O)c1cccc(Br)c1	-8	99	-4	0.9	16	-4	25	-0.1	109
CCc1ccccc1NC(=S)N(CCN(C)C)C(C)c1ccccn1 (configuration not stated)	14	119	-5	-0.6	9	-5	7	-0.8	118
CC(=O)ON1C(C)(C)Cc2noc(N)c2C1(C)C	28	97	-5	1.3	2	-4	2	0.2	96
COc1ccc(OC)c(NC(=O)CCc2nnc3ccc(N4CCC(C)CC4)nn23)c1	-166	95	-10	-2.9	-6	-3	17	-1.4	99
Cc1ccc(/C=C2\NC(=S)NC2=O)cc1[N+](=O)[O-]	13	100	-7	1.0	2	-2	1	-0.8	105
CCc1cc2cccc(C)c2nc1SCC(=O)Nc1cc(C)on1	44	83	-3	-1.5	-8	-5	13	1.1	97
CCOc1ccc(Cn2c(=O)sc3ccccc32)cc1OC	4	84	-2	3.7	-1	-4	/	1.7	82
COc1cc(C(=O)NCCCOC(C)C)ccc1OC1CCN(C(C)=O)CC1	/	109	-14	/	7	-6	10	/	105
COc1ccc(CC(=O)NCc2ccc3c(c2)cc(C)n3C)cc1	21	102	2	-0.6	4	-5	1	0.8	112
COc1cccc(OC)c1C(=O)Nc1ccc(CN2CCCCC2)cc1	-6	99	6	0.9	2	2	-4	0.3	99
COCCN(C(=O)C(C)C)c1nnc(-c2cccc(C)c2)s1	-4	97	7	-1.1	-1	-4	-9	0.4	100
COc1ccc(C(=O)CSc2nc3ccccc3n2CC(=O)c2ccccc2)cc1	33	54	18	3.1	-12	-7	-14	1.8	61
COc1cccc2cc(C(=O)NCc3ccc(C)cc3)c(=O)oc12	7	103	3	0.1	4	/	-1	-0.7	99
COc1ccc(OC)c(C(C)NC(=O)c2ccco2)c1 (configuration not stated)	5	96	0	0.4	0	-8	8	-1.3	98
Cn1c(CC(=O)Nc2ccc(Cl)c(Cl)c2)nnc1SCC(=O)N1CCN(c2ccccc2)CC1	33	105	0	11	4	-7	-7	10	106
COc1ccc(C(=O)Nc2ccc(Cl)cc2C(=O)N2CCOCC2)cc1	22	99	-17	0.4	1	-4	7	0.7	95
Cc1ccc(S(=O)(=O)CCC(=O)N(C)C2CCCCC2)cc1	33	102	0	-0.2	5	-3	11	-1.0	102
CCN1C(=O)/C(=C/c2cccs2)SC1=Nc1ccc(OC)cc1	-7	104	-4	0.0	1	-2	0	0.5	104
COc1ccc([C@H]2/C=C\CN(C(=O)[C@H](Cc3ccccc3)NC(=O)OCC3c4ccccc4-c4ccccc43)CC(=O)N2Cc2ccc(F)cc2)cc1	/	91	/	1.8	-2	-8	/	1.0	94
CCCCCOC(=O)C1=C(C)NC(=O)NC1c1ccc2c(c1)OCO2 (configuration not stated)	-6	100	-15	-2.1	6	-9	-61	-0.4	102

13 successive compounds out of the list so far, for reference:
SMILES	PHOSPHO1 block	MEKK2 WT-MEK5	GPR7 antagonist	OXTR agonist	MEKK2mut PB1 HTS	GalR3 antag	NALP1 inh	V1R ag counter	MEKK3 PB1 HTS
O=C(Nc1ccc2oc(-c3cccnc3)nc2c1)c1ccc(Br)o1	-7	95	-7	-0.3	-8	-4	-12	0.7	93
CCCN1CCN(C(=O)CCNC(=O)Cn2cnc3ccccc3c2=O)CC1	39	108	0	-0.1	11	-6	6	1.3	105
COc1ccccc1CCC(=O)N(C)C1CCCN(Cc2ccccc2F)C1 (configuration not stated)	-8	105	3	-2.0	7	-12	7	-0.2	104
CS(=O)(=O)N(CC(N)=O)c1cccc(Br)c1	-8	99	-4	0.9	16	-4	25	-0.1	109
CCc1ccccc1NC(=S)N(CCN(C)C)C(C)c1ccccn1 (configuration not stated)	14	119	-5	-0.6	9	-5	7	-0.8	118
CC(=O)ON1C(C)(C)Cc2noc(N)c2C1(C)C	28	97	-5	1.3	2	-4	2	0.2	96
COc1ccc(OC)c(NC(=O)CCc2nnc3ccc(N4CCC(C)CC4)nn23)c1	-166	95	-10	-2.9	-6	-3	17	-1.4	99
Cc1ccc(/C=C2\NC(=S)NC2=O)cc1[N+](=O)[O-]	13	100	-7	1.0	2	-2	1	-0.8	105
CCc1cc2cccc(C)c2nc1SCC(=O)Nc1cc(C)on1	44	83	-3	-1.5	-8	-5	13	1.1	97
CCOc1ccc(Cn2c(=O)sc3ccccc32)cc1OC	4	84	-2	3.7	-1	-4	/	1.7	82
COc1cc(C(=O)NCCCOC(C)C)ccc1OC1CCN(C(C)=O)CC1	/	109	-14	/	7	-6	10	/	105
COc1ccc(CC(=O)NCc2ccc3c(c2)cc(C)n3C)cc1	21	102	2	-0.6	4	-5	1	0.8	112
COc1cccc(OC)c1C(=O)Nc1ccc(CN2CCCCC2)cc1	-6	99	6	0.9	2	2	-4	0.3	99

Screening results (PubChem)
